mouse EphA4 binding: inhibitors of EphA4 binding to KYL peptide, primary screen, biochemical, colorimetric, mouse EphA4 (AID 689) | hit rate 0.1% among 62,000 | EphA4-AP binding to KYL peptide, pNPP A405; higher % means a stronger effect | Ephrin type-A receptor 4 (Mus musculus) | inhibition, % at 10 µM; hits with a dose series show IC50 in µM; in the data active means a potency from the dose series; inactive means the rest, 99 in 100 with inhibition below about 22%
* = called active by the depositor. This is a subset; count on the stated rates, not on these rows.

Oc1c(C(c2ccccc2)N2CCN(Cc3ccccc3)CC2)sc2ncnn12 (stereo not drawn) was read as mouse EphA4 binding 3.4%.
Cc1cc(C)cc(-n2c(C)cc(C(=O)CSc3nnnn3C)c2C)c1 was read as mouse EphA4 binding -7.4%.
For CS(=O)(=O)N1CCC(C(=O)Nc2ccc3c(c2)OCCO3)CC1 the results were mouse EphA4 binding -2.9%.
`CC(=O)c1ccc(N2CCN(C(=O)C3CCN(S(=O)(=O)Cc4ccccc4)CC3)CC2)cc1` gave mouse EphA4 binding -13.6%.
`COCCn1c(SCc2nnc(-c3ccccc3)o2)nc2sc3c(c2c1=O)CCC3` gave mouse EphA4 binding -11.3%.
`COc1ccc(NC(=S)NC(NC(=O)/C=C/c2ccccc2)C(Cl)(Cl)Cl)cc1` (stereo not drawn) gave mouse EphA4 binding -15.3%.
For Cc1ccc(CSCCNC(=O)/C=C/c2ccccc2Cl)cc1 the results were mouse EphA4 binding 17.3%.
`Cc1cccn2c(=O)c3cc(C(=O)NC4CCS(=O)(=O)C4)sc3nc12` (stereo not drawn) gave mouse EphA4 binding -6.4%.
For COc1cc(/C=C2\SC(=S)N(Nc3ncc(C(F)(F)F)cc3Cl)C2=O)cc(OC)c1OC the results were mouse EphA4 binding 3.57µM*.
For CC1Cc2nc(SCC(=O)N3CCc4ccccc43)n(C)c(=O)c2S1 (stereo not drawn) the results were mouse EphA4 binding -3.6%.
`FC(F)(F)c1ccc(-n2ccnc2)nc1` gave mouse EphA4 binding -4.2%.
Cn1c(=O)c2c(nc(NCCCN3CCOCC3)n2Cc2cccc(Cl)c2)n(C)c1=O was read as mouse EphA4 binding -3.6%.
CCCCOC(=O)C1[C@H]2C(=O)N(Cc3cccs3)C[C@]23C=C[C@H]1O3 (stereo partly drawn) was read as mouse EphA4 binding 19.3%.
Screening COc1ccc(C(=O)CSc2nnc(CNc3ccc(C)cc3C)n2Cc2ccco2)cc1 returned mouse EphA4 binding 1.9%.
O=C(CN1CCC(n2nnc3cc(F)ccc32)CC1)N1CCCc2ccccc21 was read as mouse EphA4 binding 4.5%.
`O=C(O)CCC(=O)N1CCc2cc(S(=O)(=O)N3CC=C(c4ccccc4)CC3)ccc21` gave mouse EphA4 binding 6.4%.
`Cc1nnc(NC(=O)CSc2nnc(Cc3cccn3C)n2CCc2ccccc2)s1` gave mouse EphA4 binding -15.2%.
`CCOC(=O)C1CCN(C(=O)CNS(=O)(=O)c2ccc(Br)s2)CC1` gave mouse EphA4 binding -14.4%.
For C=CCn1c(N)c(C(=O)Nc2ccc(C)c(C)c2)c2nc3ccccc3nc21 the results were mouse EphA4 binding 4.8%.
For CC1CCc2c(C(=O)Oc3cccc(-n4cnnn4)c3)csc2C1 (stereo not drawn) the results were mouse EphA4 binding 8.8%.

Molecules listed so far that contain a thiophene ring, fused or not, in the order listed:
`COCCn1c(SCc2nnc(-c3ccccc3)o2)nc2sc3c(c2c1=O)CCC3` gave mouse EphA4 binding -11.3%.
`Cc1cccn2c(=O)c3cc(C(=O)NC4CCS(=O)(=O)C4)sc3nc12` (stereo not drawn) gave mouse EphA4 binding -6.4%.
CCCCOC(=O)C1[C@H]2C(=O)N(Cc3cccs3)C[C@]23C=C[C@H]1O3 (stereo partly drawn) was read as mouse EphA4 binding 19.3%.
`CCOC(=O)C1CCN(C(=O)CNS(=O)(=O)c2ccc(Br)s2)CC1` gave mouse EphA4 binding -14.4%.
For CC1CCc2c(C(=O)Oc3cccc(-n4cnnn4)c3)csc2C1 (stereo not drawn) the results were mouse EphA4 binding 8.8%.

(cont.)
CCNC(=S)NNC(=O)c1csc2c1CCC(C)C2 (stereo not drawn) was read as mouse EphA4 binding -6.0%.
`CC1(C)Oc2ccc(C(=O)N3CCCC3)cc2N(CC(=O)NCc2ccccc2)C1=O` gave mouse EphA4 binding -4.8%.
Cc1ccc(CS(=O)(=O)Cc2ccc(C(=O)NCC3CCCO3)o2)cc1 (stereo not drawn) was read as mouse EphA4 binding -26.5%.
`Cc1ccc(C)c(NC(=O)c2ccc(C)c([N+](=O)[O-])c2)c1` gave mouse EphA4 binding -7.7%.
`O=C(Cn1cc2c(n1)CCCC2)NCCCN1CCN(c2ccccc2F)CC1` gave mouse EphA4 binding -23.8%.
For COc1ccc(NC(=O)/C(Cl)=C(/Cl)S(=O)Cc2ccc(C)cc2)cn1 (stereo not drawn) the results were mouse EphA4 binding -3.4%.
`Cc1ccc(-n2c(SCC(=O)OC(C)C)nnc2-c2ccccn2)cc1` gave mouse EphA4 binding -14.9%.
For CCOC(=O)c1c(N)n(CCO)c2nc3ccccc3nc12 the results were mouse EphA4 binding 4.3%.
Screening O=C(OCc1ccccc1Cl)c1ccccc1C(=O)c1ccccc1 returned mouse EphA4 binding -9.4%.
CCN(CC)CCCN1C(=O)C(=O)/C(=C(/O)c2ccc3c(c2)OCCO3)C1c1ccco1 (stereo not drawn) was read as mouse EphA4 binding -10.9%.
CC(=O)N(c1ccccc1C)S(=O)(=O)c1ccc(Cl)cc1 was read as mouse EphA4 binding 2.1%.
CC1CCN(C(=O)CSc2nnc(CSc3ncccn3)n2C)CC1 was read as mouse EphA4 binding -4.3%.
`O=[N+]([O-])c1nn(-c2ccc3c(c2)OCCO3)n(O)c1=NC1CCCC1` gave mouse EphA4 binding -29.3%.
COc1ccc(C)cc1NC(=O)c1nnn(Cc2cc(C)ccc2C)c1N was read as mouse EphA4 binding 5.3%.
CN(C)C(=O)CSc1nnc([C@H](Cc2c[nH]c3ccccc23)NC(=O)OC(C)(C)C)o1 was read as mouse EphA4 binding -19.2%.
For Cc1[nH]c2ccccc2c1C(=O)CN1CCN(C/C=C/c2ccccc2)CC1 the results were mouse EphA4 binding 1.2%.
CCC1CCC(C(=O)NC(C(=O)Nc2ccc3c(c2)OCCO3)C(C)C)CC1 (stereo not drawn) was read as mouse EphA4 binding 1.3%.
`Nc1ccc2oc(-c3cc(Br)ccc3Cl)nc2c1` gave mouse EphA4 binding -9.5%.
Cc1ccccc1OCCN1C(=O)c2ccccc2C1=O was read as mouse EphA4 binding -7.4%.
Screening CCOC(=O)c1cnc(-n2nc(C)cc2C)nc1Nc1ccc2c(c1)OCO2 returned mouse EphA4 binding 7.8%.
Screening CCc1ccc(OCCNC(=O)c2ccccc2SCc2ccc(F)cc2)cc1 returned mouse EphA4 binding -13.8%.
`Cc1nn2c3ccccc3nc2n(C)c1=O` gave mouse EphA4 binding -4.1%.
O=C(Cn1c(NCCCO)nc2ccccc21)c1cccc(Br)c1 was read as mouse EphA4 binding -32.5%.
For CCCCNC(=O)c1onc(CSc2cccc(C)c2)c1C(=O)O the results were mouse EphA4 binding -3.5%.
`O=C1c2ccccc2C(=O)N1SC1CCCCC1` gave mouse EphA4 binding -7.7%.
Screening COC(=O)c1sccc1NC(=O)c1c(-c2c(Cl)cccc2Cl)noc1C returned mouse EphA4 binding -4.3%.
Screening Cc1ccccc1NC(=O)CSc1ccccc1 returned mouse EphA4 binding -7.3%.
`O=C(NCCCNC(=O)c1ccco1)c1ccco1` gave mouse EphA4 binding -15.8%.
Screening CCc1ccc(N2C(=O)NC(=O)/C(=C\c3ccc(N4CCOCC4)o3)C2=O)cc1 returned mouse EphA4 binding -7.9%.
Screening CCOc1cc(/C=C2/C(=O)ON=C2C)ccc1OCc1ccccc1F returned mouse EphA4 binding 3.1%.
Clc1ccc(NC2(c3nnnn3C3CCCCC3)CCCCC2)cc1 was read as mouse EphA4 binding 7.1%.
O=C(CN1C(=O)C2C3C=CC(C3)C2C1=O)Nc1nc(-c2ccccn2)cs1 (stereo not drawn) was read as mouse EphA4 binding -4.6%.
For COc1ccccc1NC(=O)c1ccc(OC)c([N+](=O)[O-])c1 the results were mouse EphA4 binding -12.0%.
Cc1ccc(C)n1-c1ccc(C(=O)O)cc1 was read as mouse EphA4 binding 30.0%.
`N#Cc1cc(Oc2cccc3cccnc23)c(-n2nnc3ccccc32)cc1C#N` gave mouse EphA4 binding -2.8%.
`S=C(Nc1cccc2ccccc12)N1CCN(c2ncccn2)CC1` gave mouse EphA4 binding -0.7%.
`Cc1ccc(-n2c(C)nc3c(cnn3-c3ccccc3Cl)c2=O)cc1C` gave mouse EphA4 binding -19.1%.
Screening Nc1nc(SCc2c(Cl)cccc2Cl)n[nH]1 returned mouse EphA4 binding -10.8%.
`CC(=O)Nc1ccccc1NC(=O)c1ccc(I)cc1` gave mouse EphA4 binding -2.5%.
CN(C(=O)COC(=O)c1ccc2c(c1)OCO2)C1CCS(=O)(=O)C1 (stereo not drawn) was read as mouse EphA4 binding -8.6%.

Fetched one by one from the list above (four):
For COc1cc(/C=C2\SC(=S)N(Nc3ncc(C(F)(F)F)cc3Cl)C2=O)cc(OC)c1OC the results were mouse EphA4 binding 3.57µM*.
For CCOC(=O)c1c(N)n(CCO)c2nc3ccccc3nc12 the results were mouse EphA4 binding 4.3%.
`COc1ccc(NC(=S)NC(NC(=O)/C=C/c2ccccc2)C(Cl)(Cl)Cl)cc1` (stereo not drawn) gave mouse EphA4 binding -15.3%.
`O=C1c2ccccc2C(=O)N1SC1CCCCC1` gave mouse EphA4 binding -7.7%.

Later entries:
For Cc1onc(-c2ccccc2)c1C(=O)NCC1CCN(C(=O)c2c(-c3ccccc3)noc2C)CC1 the results were mouse EphA4 binding 5.4%.
Cc1cc(C)n(-c2ccc(Cl)c(C(=O)Nc3ccc(-c4nnc5n4CCCCC5)cc3)n2)n1 was read as mouse EphA4 binding 1.8%.
`Cn1c(=O)cc(SCC(=O)NCCCN2CCOCC2)c2ccccc21` gave mouse EphA4 binding -5.5%.
`O=C(Nc1ccc(N2CCOCC2)cc1)c1ccc(Br)o1` gave mouse EphA4 binding -1.6%.
`CCOc1ccccc1OCCOc1ccccc1OC(C)C` gave mouse EphA4 binding -3.5%.
Screening CC(C)C(=O)Nc1ccc2oc(-c3ccccc3Br)nc2c1 returned mouse EphA4 binding -1.1%.
For CCc1nc2sc3ccccc3c(=O)c2c(=O)n1CCOC the results were mouse EphA4 binding -11.7%.
For O=C(CN1CCN(Cc2ccccc2)CC1)N1CCCc2c1c(=O)oc1ccc(O)cc21 the results were mouse EphA4 binding -7.2%.
For COc1cc(NC(=O)c2ccc(CNc3c(N4CCOCC4)c(=O)c3=O)cc2)cc(OC)c1 the results were mouse EphA4 binding 4.6%.
`Cc1cc(C)cc(N2C(=O)NC(=O)/C(=C\c3ccc(I)o3)C2=O)c1` gave mouse EphA4 binding 2.9%.
For Cn1cccc1C(=O)C(=O)Nc1cccc(Cl)c1Cl the results were mouse EphA4 binding -6.1%.
For CCCC(=O)Nc1cc(-c2nn(C)c(=O)c3ccccc23)ccc1N1CCOCC1 the results were mouse EphA4 binding -9.8%.
For COc1ccc(C(=O)NC(=S)Nc2ccc(S(=O)(=O)N=C(N)N)cc2)cc1 the results were mouse EphA4 binding -9.9%.
`Cc1ccc(S(=O)c2ccc(C)cc2)cc1` gave mouse EphA4 binding -3.4%.
For C=CCOc1ccc(/C=C/C(=O)c2ccc(C)cc2)cc1 the results were mouse EphA4 binding 8.9%.
COCCn1c(SCC(=O)Nc2cc(C)on2)nnc1-c1c[nH]c2ccccc12 was read as mouse EphA4 binding -8.3%.
C1=C(c2ccc(-c3ccccc3)cc2)Nc2ncnn2C1c1ccco1 (stereo not drawn) was read as mouse EphA4 binding -4.1%.
Screening CCOc1ccc2nc(NC(=O)C3CCN(S(=O)(=O)c4cnc[nH]4)CC3)sc2c1 returned mouse EphA4 binding -4.1%.
COc1ccc(NC(=O)CC(NCCc2ccccc2)C(=O)O)c(OC)c1 (stereo not drawn) was read as mouse EphA4 binding -7.1%.
For C=CCN(CC=C)Cn1[nH]c(=O)ccc1=O the results were mouse EphA4 binding -15.2%.
`COc1ccc([N+](=O)[O-])cc1NC1CCCCC1` gave mouse EphA4 binding 8.0%.
`Clc1ccc(CN2CCN(/N=C/c3ccc(Br)s3)CC2)cc1` gave mouse EphA4 binding -9.4%.
Screening COc1cc2c(cc1NC(=O)CN(C)Cc1nc3ccccc3c(=O)[nH]1)oc1ccccc12 returned mouse EphA4 binding -4.0%.
`CCNC(=S)NNC(=O)c1cc(C)on1` gave mouse EphA4 binding -12.1%.
Screening NS(=O)(=O)c1ccc(NS(=O)(=O)c2ccc(Br)cc2)cc1 returned mouse EphA4 binding 4.6%.
For Cc1ccc(S(=O)(=O)Nc2nsc(N)n2)cc1 the results were mouse EphA4 binding -5.0%.
For Nc1c(Cl)cc2c(c1Oc1ccccc1)C(=O)c1ccccc1C2=O the results were mouse EphA4 binding -10.5%.
O=C1C2C3CCCC3=C3CCCC3C2C(=O)N1c1ccc(F)cc1 (stereo not drawn) was read as mouse EphA4 binding -0.2%.
Screening COc1ccc2cc(S(=O)(=O)NCCCN3CCOCC3)ccc2c1 returned mouse EphA4 binding -1.7%.
Screening CCCCc1sc(-c2c(C#N)c(N)nc3c2CCCCC3)cc1[N+](=O)[O-] returned mouse EphA4 binding -6.9%.
Screening CCOc1ccc(C(=O)Nc2ccc(Cl)cn2)cc1Cl returned mouse EphA4 binding 1.1%.
For C(=C\c1ccccc1)/CSc1nnc(-c2cccnc2)n1Cc1ccco1 the results were mouse EphA4 binding 7.5%.
For O=C(CSc1ccccc1)Nc1ccc(N2CCOCC2)cc1 the results were mouse EphA4 binding 1.0%.
For C=CCn1c(N)cc(=O)nc1SCC(=O)Nc1cccc2ccccc12 the results were mouse EphA4 binding -15.3%.
`CC(C)Cc1nc(N2CCCCC2)c(C#N)c2c1CCC2` gave mouse EphA4 binding -6.5%.
For CCCc1cc(=O)[nH]c(SCC(=O)Nc2ccc(OC(F)F)cc2)n1 the results were mouse EphA4 binding 0.4%.
Cc1c(CCO)c(=O)n(C)n1C(=O)c1ccc(F)cc1 was read as mouse EphA4 binding -1.8%.
O=C(Cn1c(=O)sc2ccccc21)N1CCOCC1 was read as mouse EphA4 binding -0.4%.
For COc1ccc(OC)c(NC(=O)CCN2CCN(c3ccccc3)CC2)c1 the results were mouse EphA4 binding -13.2%.
`CC(OC(=O)CCc1nc2ccccc2[nH]c1=O)C(=O)c1ccccc1` (stereo not drawn) gave mouse EphA4 binding 5.7%.
CCOc1ccc(S(=O)(=O)n2cc(-c3ccccc3)c(N)n2)cc1 was read as mouse EphA4 binding -13.3%.
For CCC1=NN2C(=N)/C(=C/c3ccc(Br)cc3)C(=O)N=C2S1 the results were mouse EphA4 binding 18.8%.
COc1ccc(-n2nnnc2SCc2nc3ccccc3s2)cc1 was read as mouse EphA4 binding -1.2%.
